Bioassay records as filed in PubChem.
dFosB activator: enhances mouse delta FosB homodimer DNA binding; P13346; purified delta FosB, TAMRA-CDK5 oligo fluorescence polarization; percent of positive-control signal above neutral wells; activation, % at 25 µM; hit rate 0.99% among 340,000; AID 493131;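 active = mean activation above about 17%, with every replicate also reaching it, limit read from the data, passing the limit was not always enough; inconclusive = only one of the two conditions met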;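 note: fluorescence polarization rise as delta FosB binds a TAMRA Cdk5 AP-1 oligo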
Target sequence (P13346 whole entry, looked up): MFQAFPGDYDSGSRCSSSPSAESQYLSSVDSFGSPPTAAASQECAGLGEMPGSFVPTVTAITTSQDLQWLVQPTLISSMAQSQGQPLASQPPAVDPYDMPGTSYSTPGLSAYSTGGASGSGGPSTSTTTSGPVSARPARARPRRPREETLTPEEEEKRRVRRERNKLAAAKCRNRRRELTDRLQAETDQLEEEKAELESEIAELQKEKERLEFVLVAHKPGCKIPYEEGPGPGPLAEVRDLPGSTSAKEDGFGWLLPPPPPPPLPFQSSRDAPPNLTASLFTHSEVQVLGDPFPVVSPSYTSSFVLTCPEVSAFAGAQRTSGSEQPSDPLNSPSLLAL
MITF TRPM1 HTS: activators of MITF-driven TRPM1 promoter activity in SK-MEL-5 cells; SK-MEL-5 TRPM1-promoter luciferase, 24 h; % of positive control, neutral wells = 0; activation, % at 12.5 µM; hit rate 0.75% among 300,000;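 active = mean activation of at least 80% with every replicate also reaching 80%; inconclusive = mean reaches 80% but some replicate falls short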;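 note: 0% = neutral control wells and 100% = parthenolide positive control wells; values of inactives mirror those of a sister screen read the other way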
HTR5A ag: counter-screen for OPRM1-OPRD1 agonists: human HTR5A agonism; P47898; HTR5A agonist assay, luminescence, cell-based; activation, % at 9.3 µM; hit rate 0.61% among 340,000; AID 504692; in the data active = activation mostly above about 9.5%, no sharp cut-off; inactive = mostly below about 7.6%;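 note: 0% = cells with vehicle only and 100% = reference agonist; strong numbers were not always called active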
CDK5 p35 inh: inhibitors of human CDK5/p35 kinase. Q00535+Q15078. Recombinant CDK5/p35, ADP-Glo luminescence, 60 min. inhibition, % at 10 µM. hit rate 0.01% among 330,000;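 active = highest replicate inhibition of at least 50% and at least 75% of replicates reaching 50%; inconclusive = only one of the two criteria met; inactive = both criteria failed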;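 note: plate controls were DMSO neutral control for no effect and GW8510 at 10 µM for full effect; many of its hits are not listed in these tables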
Wnt act: activators of Wnt/beta-catenin signaling. Wnt/beta-catenin reporter cell assay, activator, plate reader. activation, % at 9.35 µM. hit rate 1.2% among 300,000. AID 743398; in the data active = activation above about 30%, passing the limit was not always enough; inconclusive = no clear call, values can overlap the other calls;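 note: 0% = neutral control wells and 100% = positive control wells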
NSD2 HMT inh: inhibitors of human histone methyltransferase NSD2. O96028. NSD2 peptide methylation, AlphaScreen, 120 min. inhibition, % at 12.5 µM. hit rate 0.54% among 310,000. AID 743445; in the data active = inhibition above about 50%
SR-BI DiI inh: mouse SR-BI HDL lipid transfer inhibition. Q61009. ldlA[mSR-BI] CHO cells, DiI-HDL uptake fluorescence, 3 h. inhibition, % at 12.5 µM. hit rate 0.96% among 320,000;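 active = mean replicate inhibition of at least 70% and a set share of replicates each scoring 70 or more; inconclusive = meets just one of the two criteria; inactive = fails both criteria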;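 note: 0% = median of neutral control wells and 100% = median of positive control wells; values of inactives mirror those of a sister screen read the other way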
Target sequence (Q61009 whole entry, looked up): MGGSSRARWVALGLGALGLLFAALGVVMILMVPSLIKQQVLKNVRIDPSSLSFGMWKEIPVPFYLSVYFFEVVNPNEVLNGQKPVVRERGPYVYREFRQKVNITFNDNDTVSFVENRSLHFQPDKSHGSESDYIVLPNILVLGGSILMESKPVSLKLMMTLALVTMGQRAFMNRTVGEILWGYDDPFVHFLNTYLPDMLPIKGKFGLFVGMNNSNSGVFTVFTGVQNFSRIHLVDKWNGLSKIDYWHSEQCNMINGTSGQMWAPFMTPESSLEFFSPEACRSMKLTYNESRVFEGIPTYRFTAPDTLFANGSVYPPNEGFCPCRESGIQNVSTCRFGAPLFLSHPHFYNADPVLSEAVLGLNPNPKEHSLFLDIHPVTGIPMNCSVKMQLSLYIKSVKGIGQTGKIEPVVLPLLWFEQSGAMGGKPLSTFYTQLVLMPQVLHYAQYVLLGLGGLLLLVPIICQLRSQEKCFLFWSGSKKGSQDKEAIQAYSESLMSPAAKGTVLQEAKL
PvdQ acylase: blocks Pseudomonas aeruginosa PvdQ acylase activity; purified PvdQ acylase, fluorescence plate reader; AID 488965; hit rate 0.063% among 340,000; inhibition, % at 10 µM; in the data active = inhibition above about 30%, passing the limit was not always enough; inconclusive = no clear call, values can overlap the other calls;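 note: 0% = vehicle neutral wells and 100% = reference inhibitor wells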
V-ATPase pHluor: alters yeast V-ATPase proton transport; hit rate 0.37% among 350,000; S. cerevisiae, pHLuorin cytosolic pH fluorescence; response, % at 10 µM; in the data active = response mostly above about 7.3%, no sharp cut-off; inactive = mostly below about 5.4%; note: actives read high; inactives centre near 0; some compounds called inactive have numbers as strong as hits; reference of the scale not given here
HTR5A inv ctr: HTR5A inverse agonism, opioid heterodimer counter-screen | HTR5A cell line, luminescence | hit rate 0.083% among 340,000 | inhibition, % at 9.3 µM; in the data active = inhibition mostly above about 23%, no sharp cut-off; inactive = mostly below about 18%;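 note: 0% = cells with DMSO and 100% = no-cell wells with DMSO; some compounds called inactive have numbers as strong as hits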
Starred values were filed as active, the others as inactive; ? = inconclusive; . = not tested or not shown.

SMILES	dFosB activator	MITF TRPM1 HTS	HTR5A ag	CDK5 p35 inh	Wnt act	NSD2 HMT inh	SR-BI DiI inh	PvdQ acylase	V-ATPase pHluor	HTR5A inv ctr
Cn1c(SCC(=O)Nc2ccc3[nH]c(=O)[nH]c3c2)nnc1-c1ccccc1	-6	8	-2	-1.8	1	1	-25	-8	-3	8
CN(C)C(=O)COC(=O)[C@H](Cc1ccccc1)NC(=O)c1ccco1	4	4	2	-0.9	.	1	-2	-11	-2	4
COc1cc2c(cc1OC)-c1nnc(-c3cccs3)n1C1(CCCC1)C2	7	-4	0	-0.2	.	-1	-38	-11	0	3
CCOc1ccc(C(=O)Nc2c3c(nn2-c2cccc(C)c2C)CS(=O)C3)cc1 (centres undefined)	-4	-17	4	0.9	-2	.	24	6	-1	-10
O=C(Nc1nc(-c2ccc(-c3ccccc3)cc2)cs1)C1CCCO1 (centres undefined)	-9	21	7	0.6	.	1	28	-19	0	-14
O=C(NC(Cc1ccccc1)C(=O)N1CCN(c2ccccc2O)CC1)c1ccccc1 (centres undefined)	-7	-2	-4	-1.3	2	2	19	-8	0	9
Clc1nnc(NN=C2CCCC2)c2ccccc12	-11	-16	-2	1.7	2	.	2	-7	5	5
Cc1ccccc1C(=O)N/N=C/c1ccsc1C	-1	0	2	-1.6	0	-2	5	-9	-6	20
CN1C(=O)c2ccccc2Sc2ccc(NC(=O)NC3CC3)cc21	-12	-8	6	2.4	.	-1	-22	-19	-5	-16
O=C(NCC1CCCCC1)c1cccnc1Cl	-1	8	0	0.5	1	-1	.	0	3	-1
CCn1c(SCC(=O)c2ccc3ccccc3c2)nnc1-c1cccs1	-7	.	4	0.8	-2	2	9	2	-1	6
COc1ccc([C@H]2CC(=O)C=C(c3ccc(F)cc3OCc3ccccc3)C2)cc1	1	0	-3	0.0	-6	.	-19	-5	0	-30
NC(=O)c1ccc(NC(=O)COC(=O)C(Cc2ccccc2)NC(=O)c2ccccc2)cc1 (centres undefined)	-2	-2	4	-0.2	0	0	5	9	0	-10
Cc1ccc(CSc2nnc(CNc3ccc(F)cc3)o2)cc1	-4	9	4	-0.6	-2	-2	-20	-10	-3	-10
O=C(CCc1nnc2ccc(N3CCC4(CC3)OCCO4)nn12)NCc1ccc(F)cc1	-2	12	1	.	-3	.	-12	-11	4	-4
Cc1ccccc1C(=O)Nc1c(C(=O)N(CCN(C)C)Cc2ccco2)oc2ccccc12	-7	13	-3	-2.7	0	15	-1	6	0	11
CCCCCn1c(CNC(=O)COC)nc2ccccc21	1	.	6	-0.1	-8	.	-2	7	2	-7
O=C(CC1SC(N2CCCCC2)=NC1=O)Nc1ccc(C(=O)Nc2ccccc2)cc1 (centres undefined)	-12	16	1	2.5	-3	1	58	-7	-4	7
Cc1ccccc1NC(=O)NNC(=O)c1ccc2ccccc2c1	5	4	2	-0.4	0	0	-19	-15	2	-6
Cc1cc(C(F)(F)F)nn1CC(=O)N1CCOCC1	-7	7	-2	0.0	-6	-1	-37	7	0	-6
COc1ccc(OC)c2[nH]c(=O)c(CCNC(=O)c3cc4ccccc4o3)cc12	-4	.	7	-13	-1	.	10	-23	3	-22
Cc1cc(NCCCn2ccnc2)n2nc(C)c(-c3ccc(Cl)cc3)c2n1	2	6	6	-0.3	.	-2	0	-16	0	-16
CC1=NC(C)(C)Cc2c(C)cccc21	4	3	-3	2.8	-1	0	-3	-15	-2	7
Cc1nn(-c2ccccc2)c(Cl)c1/C=N/NC(=O)c1ccnn1C	-3	75	0	0.6	0	-5	3	-19	2	-1
O=S(=O)(c1ccccc1F)N1CCN(CCOc2ccccc2)CC1	0	-1	6	0.5	1	-1	13	-7	0	16
N#Cc1ccc(C(CC(=O)O)N2Cc3ccccc3C2=O)cc1 (centres undefined)	-3	-2	0	0.5	0	1	.	-19	-3	0
O=C(O)c1ccc(CNC(=O)c2ccccc2NC(=O)c2ccc([N+](=O)[O-])cc2)cc1	-1	-3	-2	-4.1	-7	-1	4	-11	-2	6
O=C(CN1CCCc2ccccc21)NC(=O)NCc1ccccc1	-2	9	-3	2.0	9	4	-9	-2	0	8
O=c1[nH]n(Cc2ccccc2)c(=O)c2ccccc12	-4	8	-4	1.6	-1	-4	-25	10	3	14
Cc1nn(CC(=O)N2CCN(c3ccccc3)CC2)c(C)c1[N+](=O)[O-]	-5	0	4	9.7	1	-8	9	1	-4	-13
CC(=O)N1CCc2c(sc3c2c(=O)n(-c2ccccc2)c(=O)n3Cc2ccccc2Cl)C1	-3	-5	2	-1.5	-2	0	-1	3	6	2
COc1ccc(C)cc1NC(=O)CSc1ccc(-c2sc(C)nc2C)nn1	-11	0	4	-1.3	-5	-1	50	5	4	-10
COc1ccccc1-n1c(CNC(=O)c2ccco2)n[nH]c1=S	2	-9	2	0.8	2	2	-21	-6	-3	0
COc1ccc(N(CC(=O)NCc2cccs2)S(=O)(=O)c2c(C)nn(C)c2C)cc1	-7	.	2	-1.9	-19	.	-24	-11	1	-4
CC(=O)CSc1nnc(Cc2ccc3c(c2)OCO3)o1	0	.	-6	-0.7	4	-3	-17	-9	1	17
Fc1ccc(-c2cc(C(F)(F)F)nc(-n3cc(Cl)cn3)n2)cc1	-14	16	-2	0.2	0	2	.	-7	-1	36
Oc1ccccc1C1CCCCC1c1ccccc1 (centres undefined)	11	6	2	-0.8	-1	-3	1	-1	0	-6
CN(C(=O)c1ccc2c(c1)OCO2)C1CCS(=O)(=O)C1 (centres undefined)	2	-4	-1	2.3	1	.	-8	-13	-2	4
CCC(CC)C(=O)c1c[nH]c(C(=O)NC2CCCCCC2)c1	-10	7	-3	-1.0	0	-1	5	-11	-7	7
COc1ccc(NC(=O)C2(c3ccccc3)CCCC2)cc1	-4	15	5	1.4	-2	-1	-9	-7	2	12

Part of the list above in order of number of heavy atoms, lowest first:
SMILES	dFosB activator	MITF TRPM1 HTS	HTR5A ag	CDK5 p35 inh	Wnt act	NSD2 HMT inh	SR-BI DiI inh	PvdQ acylase	V-ATPase pHluor	HTR5A inv ctr
COc1ccc(NC(=O)C2(c3ccccc3)CCCC2)cc1	-4	15	5	1.4	-2	-1	-9	-7	2	12
Cc1nn(CC(=O)N2CCN(c3ccccc3)CC2)c(C)c1[N+](=O)[O-]	-5	0	4	9.7	1	-8	9	1	-4	-13
COc1ccc(C)cc1NC(=O)CSc1ccc(-c2sc(C)nc2C)nn1	-11	0	4	-1.3	-5	-1	50	5	4	-10

(further entries)
SMILES	dFosB activator	MITF TRPM1 HTS	HTR5A ag	CDK5 p35 inh	Wnt act	NSD2 HMT inh	SR-BI DiI inh	PvdQ acylase	V-ATPase pHluor	HTR5A inv ctr
CCc1ccc(N2C(=O)/C(=C/c3cccs3)N(CC(=O)OC)C2=S)cc1	-2	-6	4	1.3	.	-1	29	-2	1	17
COC(=O)C(C)Sc1ccc2nnc(-c3ccc(F)cc3)n2n1 (centres undefined)	-5	4	9	1.5	-2	-1	-5	2	0	7
Cc1ccc(CNC(=O)CNC(=O)c2c(C)nn(C)c2Cl)cc1	4	10	1	0.8	0	.	1	3	4	-3
Cc1ccc2c(c1)c1ncn(Cc3ccc(F)cc3)c(=O)c1n2C	3	-9	9	0.0	9	-3	21	-3	-3	-23
CC(=O)NN1C(=O)c2ccccc2NC1c1ccco1 (centres undefined)	3	-12	1	0.0	0	-2	-6	2	3	11
Cc1c(Cl)cccc1NC(=O)CCN1CCCCC1	-3	.	2	1.0	1	-7	8	-3	-7	-6
O=C(O)CCn1cc(-c2ccc(Cl)cc2)nc1-c1ccncc1	13	-16	0	-1.6	-1	.	-12	-1	1	5
CCCCc1ccc(NC(=O)C2CCN(S(C)(=O)=O)CC2)cc1	4	.	-1	-1.8	-9	-1	18	-11	-2	1
CCC(=O)Nc1cccc(C2=NOC3(C2)C[C@H](C(N)=O)N(C(=O)Cc2ccc([N+](=O)[O-])cc2)C3)c1 (some centres undefined)	-6	2	3	4.5	-1	.	-17	-7	1	11
CC(C)C(=O)Nc1nnc(COc2ccc(Cl)cc2)s1	?	.	2	1.4	23	0	-2	-7	2	4
CC1CCC(NC(=O)CCCn2sc3ccccc3c2=O)CC1 (centres undefined)	-15	9	-1	-0.1	5	4	-16	-4	5	-10
CCOCCCn1c(=S)[nH]c2cc(C(=O)NCCN(CC)CC)ccc2c1=O	-13	.	-5	-1.2	-9	12	-2	-8	8	-2
O=C(CNc1cc(S(=O)(=O)N2CCCC2)ccc1OCC(F)(F)F)Nc1ccc(SC(F)F)cc1	5	4	3	-1.3	-5	-1	14	-2	-1	12
O=c1c(CO)cc(CO)cc(CO)c1O	-7	3	6	-0.3	0	0	.	-12	0	-19
CC1(C)NC(=O)N(CCCOc2ccccc2Br)C1=O	-7	41	2	-2.0	5	70*	-16	17	1	-4
COc1ccc(N=C2S/C(=C\c3cccs3)C(=O)N2CC(C)C)cc1	4	-8	-1	-0.2	0	-1	1	-5	1	4
CCOc1c(Cl)cc(/C=N/O)cc1OC	-3	.	4	-1.7	-3	0	4	-11	-2	-11
CCc1ccc(/C=N/Nc2nn[nH]n2)cc1	-2	.	2	0.0	0	11	-31	-9	-2	1
O=C1/C(=C/c2ccc(O)c(O)c2)SC(=S)N1Nc1ccccc1	0	35	-9	4.0	.	88*	39	-10	0	27
COC(=O)c1ccc(/C=N\NC(=O)CC(=O)NCCc2ccccc2)cc1	4	5	-1	0.9	-2	0	1	-15	1	1
COc1ccc(/C=C2\CCn3c2nc2ccccc2c3=O)cc1OC	-5	94*	4	-0.8	.	.	20	4	1	-45
NC(=O)C1CCN(Cc2nc3ccccc3c(=O)[nH]2)CC1	-6	4	0	1.5	-2	-1	4	-10	3	6
COc1cc(C(=O)N(c2ccc(C)c(C)c2)C2C=CS(=O)(=O)C2)cc(OC)c1OC (centres undefined)	-2	-8	0	-0.2	0	-4	-14	5	-2	16
CCCc1cc(=O)oc2cc(C)cc(OCC(=O)N3CCC(C(=O)O)CC3)c12	-1	3	6	-2.5	-2	.	-2	1	4	8
CCOC(=O)c1sc(Nc2nc(C)cc(C)n2)nc1C	-11	-35	4	-2.4	-11	5	11	-13	4	-11
CCOc1ccc2[nH]c(=O)c(CN(CCOC)C(=O)N3CCOCC3)cc2c1	-10	.	-3	-1.6	.	3	32	-4	-2	-31
Cc1noc(C)c1COc1ccc(C(=O)NNC(=O)c2ccccc2O)cc1	-7	2	3	-4.4	-1	0	95*	-18	3	-13
COC(=O)C1=C(C)NC(=O)CC1c1cccc(Cl)c1Cl (centres undefined)	2	.	3	-3.2	-2	.	-4	-13	-1	-10
Oc1cccc(C(O)CNCc2ccc(OCc3ccc(Cl)cc3Cl)cc2)c1 (centres undefined)	14	12	12*	-8.8	-1	6	-10	5	0	-36
O=C(CNC(=O)c1cccnc1)N/N=C/c1cc(Br)c(O)c(Br)c1	0	-2	2	0.6	2	-2	-4	-3	2	-7
COc1ccc(C2CC(O)(C(C)(C)O)NO2)cc1 (centres undefined)	1	14	-3	0.7	5	-2	-13	-7	0	7
CCCn1c(N)c(C(=O)COC(=O)CCS(=O)(=O)c2ccc(C)cc2)c(=O)[nH]c1=O	-3	-3	4	-2.4	9	5	-26	7	-6	-11
COc1ccc(C(=O)CSc2nnc(-c3cccs3)n2-c2ccccc2)cc1	-2	-8	-2	-0.9	.	-3	17	3	0	8
Cc1ccc(CCNC(=O)c2cc(-c3ccncc3)nc3ccc(S(=O)(=O)N4CCOCC4)cc23)cc1	30*	-5	5	1.3	0	3	-8	10	-4	-12
